Compound activity deposited in PubChem by several laboratories.
bIAP inhibitor = intestinal alkaline phosphatase (bovine) inhibition; 190,000 tested, under 10 active; purified bovine IAP, CDP-star luminescence, 30 min; inhibition, % at 20 µM;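 active = over 50% inhibition of intestinal alkaline phosphatase at 20 µM in the single-dose screen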
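Incubation: 30 min reaction at room temperature / Material: purified bovine intestinal alkaline phosphatase (IAP) enzyme / Input: enzyme at 1/65,000,000 dilution / Dosing: 20 µM single dose / Signal: CDP-star luminescence signal / Reagent: CDP-star chemiluminescent phosphatase substrate, 30 µM final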
TNAP act hi DEA = activators of human TNAP at high phosphate acceptor concentration. purified TNAP, CDP-star luminescence, 1 M DEA, 30 min; active compounds read high; 0 = EDTA background, 1 = DMSO-only activity. P05186. activation factor at 20 µM. AID 1136. 200,000 tested, under 10 active;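 active = activation factor at least 2 at 20 µM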
Target sequence (P05186 whole entry, looked up): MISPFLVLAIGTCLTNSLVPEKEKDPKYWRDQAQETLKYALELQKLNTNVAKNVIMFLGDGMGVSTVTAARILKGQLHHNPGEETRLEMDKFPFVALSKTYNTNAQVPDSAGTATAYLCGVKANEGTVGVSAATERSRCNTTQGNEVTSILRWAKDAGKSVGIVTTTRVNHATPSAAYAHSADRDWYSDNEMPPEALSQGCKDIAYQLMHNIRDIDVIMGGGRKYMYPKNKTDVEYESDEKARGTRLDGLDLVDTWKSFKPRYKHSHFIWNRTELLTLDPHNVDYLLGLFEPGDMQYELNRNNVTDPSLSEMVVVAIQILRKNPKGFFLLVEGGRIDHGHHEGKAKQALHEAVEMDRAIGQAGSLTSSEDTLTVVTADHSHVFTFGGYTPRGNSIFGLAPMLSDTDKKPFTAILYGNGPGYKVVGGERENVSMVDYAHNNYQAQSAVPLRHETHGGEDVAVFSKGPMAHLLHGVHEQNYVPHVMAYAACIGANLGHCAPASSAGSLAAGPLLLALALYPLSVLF
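Dosing: 20 µM single point. System: human TNAP. Amount: TNAP 1/800 final. Incubation: 30 min, room temperature. Read-out: TNAP activation factor scaled between EDTA and DMSO control wells. Signal: luminescence from CDP-star hydrolysis. Medium: 1 M DEA, pH 9.8, Mg2+, Zn2+. Control set: EDTA negative control, DMSO positive control.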
L major viab = inhibitors of Leishmania major promastigote growth | Leishmania major promastigotes, resazurin fluorescence viability | inhibition, % at 10 µM | hit rate 9% among 200,000; in the data active = inhibition above about 50%;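 also: promastigotes grown with compound for 44 hours at 28 °C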
FLuc inh counter = Photinus pyralis luciferase inhibition counter-screen; P08659; ATPLite firefly luciferase biochemical luminescence, 10 min; inhibition, % at 10 µM; hit rate 1.5% among 200,000;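 active = inhibition above about 50% when tested at 10 µM, limit read from the data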
Target sequence (P08659 whole entry, looked up): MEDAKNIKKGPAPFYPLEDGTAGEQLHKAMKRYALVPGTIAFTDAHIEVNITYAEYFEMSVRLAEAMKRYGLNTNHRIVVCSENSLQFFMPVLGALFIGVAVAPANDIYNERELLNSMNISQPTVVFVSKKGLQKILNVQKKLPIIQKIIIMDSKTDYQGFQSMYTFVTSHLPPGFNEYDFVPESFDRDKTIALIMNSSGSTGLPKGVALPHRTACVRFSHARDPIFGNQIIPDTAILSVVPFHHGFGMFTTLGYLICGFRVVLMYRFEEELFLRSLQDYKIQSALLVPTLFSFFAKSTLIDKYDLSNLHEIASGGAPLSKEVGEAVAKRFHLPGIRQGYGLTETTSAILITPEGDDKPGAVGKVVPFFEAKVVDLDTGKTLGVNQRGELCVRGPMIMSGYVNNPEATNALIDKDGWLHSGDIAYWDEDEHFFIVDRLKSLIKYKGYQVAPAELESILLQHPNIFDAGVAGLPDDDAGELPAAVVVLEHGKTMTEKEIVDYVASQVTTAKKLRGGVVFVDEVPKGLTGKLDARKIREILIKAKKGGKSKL
TNAP inh hiacc = blocks human TNAP under high phosphate acceptor concentration | purified TNAP, CDP-star luminescence, 1 M DEA | inhibition, % at 20 µM | hit rate 0.03% among 200,000;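 active = over 50% inhibition of tissue-nonspecific alkaline phosphatase at 20 µM in the single-dose screen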;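 also: plate controls were DMSO wells for no effect and EDTA-quenched wells as full inhibition for full effect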
APP 5UTR inh = APP translation inhibition; SH-SY5Y APP 5'UTR-luciferase reporter, luminescence; inhibition, % at 2 µM; hit rate 0.82% among 190,000; AID 1285;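 active = inhibition above a set limit, derived from the sample mean plus 3 SD, cut at about 45% in these data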; also: values of inactives mirror those of a sister screen read the other way
RAM inhibit = inhibitors of the yeast RAM network; S. cerevisiae dse1pr::URA3 reporter, 5-FOA growth OD615, 2 d; analog-sensitive cbk1-as2 kinase mutant strain; AID 868; hit rate 1.8% among 190,000; inhibition, % at 50 µM;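 active = inhibition above a set limit, 3 SD over mean compound inhibition, cut at about 8.4% in these data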;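 also: 0% = DMSO-only wells with no growth and 100% = 10 µM 1-NA-PP1 full growth; inhibition rescues growth on 5-FOA so higher OD means more RAM inhibition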
TNAP inh noacc = inhibitors of human TNAP without phosphate acceptor | hit rate 0.26% among 200,000 | AID 1012 | P05186 | inhibition, % at 20 µM | purified TNAP, CDP-star luminescence, 30 min;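 active = tissue-nonspecific alkaline phosphatase inhibition above about 50% at 20 µM in the single-dose screen, limit read from the data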;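 also: 0% = DMSO negative control and 100% = EDTA positive control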
bIAP act = increases bovine intestinal alkaline phosphatase activity; purified bovine IAP, CDP-star luminescence, 30 min; active compounds read high; fold of DMSO-control signal, blank-subtracted; activation factor at 20 µM; hit rate 0.17% among 200,000;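 active = activation factor of 2 or more at 20 µM, a signal rise over negative controls twice the positive control's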
FLuc stim CS = affects firefly luciferase, flagging false hits in luciferase stimulation screens. P08659. ATPlite luciferase biochemical, luminescence, 10 min; 0 = ATP-free wells, 1 = DMSO control. activation factor at 10 µM. 200,000 tested, under 10 active;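 active = luciferase activation factor, scaled between plate controls, of at least 2 with compound at 10 µM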
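Assay system: Luciferase/luciferin detection reagent, cell-free biochemical luciferase assay / Also added: ATP substrate / Schedule: 10 min at ambient temperature / Measured by: luminescence measurement of luciferase light output / Benchmarks: low control with PBS replacing ATP, high control enzyme plus ATP without compound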
* marks the source's active call; other numbers are inactive results; · = not tested or not shown.

nr | mol | bIAP inhibitor | TNAP act hi DEA | L major viab | FLuc inh counter | TNAP inh hiacc
1 | Cc1ccc2c(c1)NC(=O)C(CC(=O)NCCCN1CCCCC1)O2 (stereo not given) | 7 | 1 | -4 | -7 | -5
2 | CCCOCn1cc(F)c(=O)[nH]c1=O | -8 | 1 | -2 | -2 | -2
3 | O=C(NCCCN1CCOCC1)c1cc(-c2ccc(F)cc2)on1 | 2 | 1 | 1 | 6 | 2
4 | Cc1ccc(C(=O)N/C(=C/c2cccc([N+](=O)[O-])c2)C(=O)NCC2CCCO2)cc1 (stereo not given) | 5 | 1 | -1 | -8 | -4
5 | COc1ccc(N2C(=O)CC(SCCc3nc4ccccc4[nH]3)C2=O)cc1 (stereo not given) | 4 | 1 | -8 | 0 | -3
6 | O=C(OCc1nc2ccc(Cl)cc2n1CCO)c1ccc(O)cc1 | 2 | 1 | 54* | 0 | -1
7 | CC(C)OC(=O)c1cc2ccccc2oc1=O | 4 | 1 | -6 | -6 | -4
8 | CN(C)S(=O)(=O)c1cccc(NC(=O)c2cc3c(cc2Cl)N2CCCCCC2=NS3(=O)=O)c1 | 7 | 1 | -7 | -6 | -3
9 | COc1cc(S(=O)(=O)Nc2cccc(C)c2)ccc1NC(=O)c1ccncc1 | 8 | 1 | 15 | 2 | -2
10 | COC(=O)c1cc(OC)c(OC)cc1NC(=O)c1cccc(C)c1 | -2 | 1 | 1 | -6 | -4
11 | COc1cccc(/C=C(/CC(=O)Nc2ccc(N3CCOCC3)cc2)c2nc3ccccc3s2)c1 | -3 | 1 | 9 | 5 | 1
12 | COc1ccc(Nc2c(-c3ccco3)nc3ccc(C)cn23)cc1 | 9 | 1 | 8 | 6 | 3
13 | O=C(CN1CCCCC1)Nc1cccc2c1OCO2 | 6 | 1 | -7 | -9 | -1
14 | COc1ccccc1Nc1ccc(Nc2ccccc2OC)nn1 | 25 | 1 | 1 | 17 | -1
15 | COC(=O)c1c(NC(=O)CSc2nnc(-c3ccco3)n2C)sc(C)c1C | 0 | 1 | 1 | -4 | 0

nr | APP 5UTR inh | RAM inhibit | TNAP inh noacc | bIAP act | FLuc stim CS
1 | 4 | 2.7 | -16 | 0.9 | 1.1
2 | 6 | 0.4 | -2 | 1.1 | 1
3 | -9 | 1.2 | -12 | 1 | 0.9
4 | -5 | 0.6 | -6 | 0.9 | 1.1
5 | 14 | -0.7 | -2 | 1 | 1
6 | 18 | -0.1 | -18 | 1 | 1
7 | -12 | 0.2 | -1 | 1 | 1.1
8 | 2 | 2.9 | -10 | 0.9 | 1.1
9 | 8 | 2.6 | -33 | 0.9 | 1
10 | 11 | 2.9 | -7 | 1 | 1.1
11 | -35 | 4.7 | 7 | 1 | 0.9
12 | -3 | 0.0 | -17 | 0.9 | 0.9
13 | -18 | 1.4 | -9 | 0.9 | 1.1
14 | -72 | 1.8 | 1 | 0.8 | 0.8
15 | 10 | 2.6 | -10 | 1 | 1

Some of the entries so far, tab-delimited:
item	SMILES	bIAP inhibitor	TNAP act hi DEA	L major viab	FLuc inh counter	TNAP inh hiacc	APP 5UTR inh	RAM inhibit	TNAP inh noacc	bIAP act	FLuc stim CS
2	CCCOCn1cc(F)c(=O)[nH]c1=O	-8	1	-2	-2	-2	6	0.4	-2	1.1	1
8	CN(C)S(=O)(=O)c1cccc(NC(=O)c2cc3c(cc2Cl)N2CCCCCC2=NS3(=O)=O)c1	7	1	-7	-6	-3	2	2.9	-10	0.9	1.1
15	COC(=O)c1c(NC(=O)CSc2nnc(-c3ccco3)n2C)sc(C)c1C	0	1	1	-4	0	10	2.6	-10	1	1
5	COc1ccc(N2C(=O)CC(SCCc3nc4ccccc4[nH]3)C2=O)cc1 (stereo not given)	4	1	-8	0	-3	14	-0.7	-2	1	1

(next part)
nr | mol | bIAP inhibitor | TNAP act hi DEA | L major viab | FLuc inh counter | TNAP inh hiacc
16 | Cc1cccc(/C=N/n2c(-c3ccccn3)n[nH]c2=S)c1 | -1 | 1 | -6 | -2 | -2
17 | COc1cccc(C(C(=O)NCC2CCCO2)N(CC2CCCO2)C(=O)CN2C(=O)c3ccccc3S2(=O)=O)c1 (stereo not given) | -2 | 1 | -1 | -10 | -5
18 | CCOC(=O)C1CCN(C(=O)c2c(-c3c(Cl)cccc3Cl)noc2C)CC1 | -1 | 1 | -7 | -7 | -3
19 | C#CCOCCOCCOCCNc1nc(N2CCN(C(=O)[C@H]([C@@H](C)O)n3cc(CCCCN)nn3)CC2)nc(N2CCN(C(=O)[C@H]([C@@H](C)CC)n3cc(CCCN=C(N)N)nn3)CC2)n1 | 47 | 1 | -6 | -2 | -3
20 | CCCn1c2ccccc2c2nnc(SC(CC)C(=O)Nc3cc(C)on3)nc21 (stereo not given) | -16 | 1 | 2 | -11 | -3
21 | Nc1nc(-c2ccccc2)cc(-c2ccccc2O)n1 | 10 | 1 | 26 | -1 | -3
22 | COc1cc(CC(=O)OCC(=O)Nc2cccc([N+](=O)[O-])c2)cc(OC)c1OC | 8 | 1 | -3 | -5 | -3
23 | CN1CCN(C(=O)c2ccc(Oc3ccc([N+](=O)[O-])cc3)cc2)CC1 | 5 | 1.1 | 0 | -6 | -6
24 | Cc1cccc(NC(=S)NCC(c2ccccc2)N(C)C)c1 (stereo not given) | 17 | 1 | 6 | -4 | 0
25 | Cc1ccccc1C(=O)Oc1cc(N)n(S(C)(=O)=O)n1 | 13 | 1 | -2 | 9 | -4
26 | Cc1cccc(C(=O)OC2CCN(C)CC2)c1 | -4 | 1 | 43 | -4 | 0
27 | C=CCN=C1CC(C)(C)CC(=O)/C1=C(/O)CCC(=O)OC | -2 | 1 | -3 | -5 | -2
28 | Cc1cnc(NC(=O)CSc2nnc(Cc3ccccc3)n2C)s1 | 7 | 1 | 0 | -7 | -4
29 | COc1ccc(-n2cc(-c3ccccc3)[nH]c2=S)cc1 | 20 | 1 | 0 | 19 | -2
30 | Cc1ccccc1C1c2[nH]c3ccccc3c2CCN1C(=O)c1ccc(=O)n(C)n1 (stereo not given) | -4 | 1.1 | 15 | 0 | -5

nr | APP 5UTR inh | RAM inhibit | TNAP inh noacc | bIAP act | FLuc stim CS
16 | 1 | 0.1 | 54* | 1 | 1
17 | -7 | 2.0 | -6 | 1 | 1.1
18 | 11 | -0.5 | -14 | 1 | 1.1
19 | 5 | 1.3 | -13 | 0.5 | 1
20 | 2 | 1.2 | -4 | 1.2 | 1.1
21 | -4 | 3.8 | 5 | 0.9 | 1
22 | -4 | 0.6 | -7 | 0.9 | 1
23 | 7 | -0.8 | 8 | 0.9 | 1.1
24 | 3 | 2.7 | 0 | 0.8 | 1
25 | -4 | -0.5 | -4 | 0.9 | 0.9
26 | -19 | -0.3 | 0 | 1 | 1
27 | -4 | 2.2 | -8 | 1 | 1
28 | -3 | 0.9 | -9 | 0.9 | 1.1
29 | -15 | 0.5 | -16 | 0.8 | 0.8
30 | -6 | 4.3 | -2 | 1 | 1

Further entries.
nr | mol | bIAP inhibitor | TNAP act hi DEA | L major viab | FLuc inh counter | TNAP inh hiacc
31 | CC(C)=N/N=C(/c1ccc([N+](=O)[O-])cc1)C12CN3CN(CN(C3)C1)C2 | 9 | 1 | -6 | -7 | -5
32 | CCCn1c(=O)c(C(=O)NNS(=O)(=O)c2ccc(Cl)cc2)c(O)c2ccccc21 | 21 | 1 | 40 | -6 | 0
33 | Cc1ncoc1C(=O)Nc1ncc([N+](=O)[O-])s1 | 11 | 0.9 | 13 | 19 | 11
34 | CCC(CC)C(=O)Nc1ccc(C)c(O)c1 | 0 | 1.1 | 24 | -4 | -7
35 | O=C(CSc1nc(C2CC2)nc2ccccc12)NCc1ccc2c(c1)OCO2 | 5 | 1 | 0 | -4 | -3
36 | CN1CCC(=NNC(=O)C(=O)NCc2ccccc2)CC1 | -4 | 1.1 | -6 | -4 | -5
37 | CCC(=O)Oc1ccc(C(=O)Nc2ccc3c(c2)OCO3)cc1 | -19 | 1.1 | -2 | 47 | -6
38 | CCS(=O)(=O)N1CCC(c2nc(-c3ccc(C(F)(F)F)cc3)no2)CC1 | 3 | 1 | -4 | -3 | -5
39 | COc1ccc(CCNC(=O)CCN2C(=O)COc3ccc(C)cc32)cc1OC | -7 | 1 | 0 | -11 | -2
40 | Cc1ccc(S(=O)(=O)N(C)C)cc1NC(=O)COC(=O)c1ccc2c(c1)OCO2 | 9 | 1 | -6 | -10 | -5
41 | COC(=O)c1ccc(OCC(=O)Nc2nn(-c3ccccc3)nc2C(N)=O)cc1 | 10 | 1.1 | -6 | 5 | -8
42 | Cc1cccc(OCC(=O)Nc2cc(C)c(C)cc2O)c1 | 10 | 1 | 3 | 1 | -5
43 | Cc1cc(C)c(NC(=O)c2ccc(S(=O)(=O)N3CCOCC3)cc2)c(C)c1 | 9 | 1.1 | -2 | -7 | -7
44 | CC1CC(C)CN(C(=O)CNS(=O)(=O)c2ccc(Br)s2)C1 (stereo not given) | 7 | 1 | -4 | -6 | 0
45 | Cc1c(NC(=O)CSc2ncnc3ccccc23)c(=O)n(-c2ccccc2)n1C | 2 | 1.1 | -4 | -4 | -7

nr | APP 5UTR inh | RAM inhibit | TNAP inh noacc | bIAP act | FLuc stim CS
31 | -31 | 0.8 | -13 | 0.9 | 1.1
32 | -7 | -0.3 | -38 | 0.8 | 1.1
33 | -78 | 1.4 | 5 | 0.9 | 0.8
34 | -2 | -0.8 | -13 | 1 | 1
35 | 1 | 1.4 | -8 | 0.9 | 1
36 | -21 | 0.2 | -7 | 1 | 1
37 | -142 | 2.0 | -9 | 1.2 | 0.5
38 | -7 | 1.9 | -12 | 1 | 1
39 | 0 | 0.3 | 4 | 1.1 | 1.1
40 | -8 | 1.6 | -6 | 0.9 | 1.1
41 | -13 | 1.3 | -7 | 0.9 | 1
42 | -14 | 3.4 | -9 | 0.9 | 1
43 | · | 0.3 | -17 | 0.9 | 1.1
44 | -7 | 0.9 | -4 | 0.9 | 1.1
45 | -4 | -0.4 | -11 | 1 | 1

Carrying on:
nr | mol | bIAP inhibitor | TNAP act hi DEA | L major viab | FLuc inh counter | TNAP inh hiacc
46 | COc1ccc(OC)c(/C(O)=C/C(=O)C(=O)Nc2cc(C)ccc2OC)c1 | -1 | 1 | 93* | -5 | 0
47 | CCOc1ccccc1C(=O)N/N=C/c1cccc2cccnc12 | -14 | 1.1 | 25 | 0 | -5
48 | CC1CCN(c2ccc(C(=O)O)cc2NS(=O)(=O)c2ccc(Br)cc2)CC1 | 10 | 1 | 0 | -7 | -3
49 | O=C(NCC1(N2CCCCC2)CCCCC1)C1CC(=O)N(c2ccc3c(c2)OCCO3)C1 (stereo not given) | -13 | 1 | -6 | -5 | -4

nr | APP 5UTR inh | RAM inhibit | TNAP inh noacc | bIAP act | FLuc stim CS
46 | -12 | 1.9 | 29 | 1 | 1.1
47 | 6 | 2.5 | -11 | 1.1 | 1
48 | 5 | 3.4 | -5 | 0.9 | 1.1
49 | -17 | 2.3 | -11 | 1.1 | 1
